# Screening results as filed in PubChem.
# EPAC2 antagonist: blocks human EPAC2 exchange factor; EPAC2 GEF exchange of Rap1B-BODIPY-GDP, fluorescence; Potency, µM (doses to about 114 µM), inactives show at the top dose activity, negative = inhibition, usual class: inhibitors; Q8WZA2; 360,000 compounds, 0.18% hits; note: potency is the fitted concentration of half-maximal effect; % is set by controls: 0 for no effect and ±100 for the full control effect; nearly all actives have a fitted effect of over 45% in size; many of its hits are not listed in these tables
# EPAC1 ag: agonists of human EPAC1; O95398; EPAC1 agonist qHTS, biochemical assay; response scale: 100% = response to 6.5 mM cAMP; Potency, µM (doses to about 154 µM), for the others: at the highest dose activation, usual class: activators; 360,000 compounds, 0.073% hits; AID 720707; note: potency is the fitted concentration of half-maximal effect; nearly all actives have a fitted effect of over 60% in size
#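 EPAC1 100 nM, Rap1B–BODIPY-GDP 250 nM, unlabeled GDP 50 uM; compound titration; 5 min RT; kinetic read ex480/em540 at 5-min intervals ×30 min; data normalized to 6.5 mM cAMP agonist control.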
# PI5P4Ka inh: inhibitors of human PI5P4K alpha. P48426. PI5P4Kalpha enzyme, ADP-Glo luminescence, 60 min; stronger effect = lower value. max response, %. 330,000 compounds, 1.2% hits; active = max response of -50% or lower; inconclusive = between -30% and -50%; inactive = -30% or higher; note: value at the top dose of about 77 µM; % is set by controls: 0 for no effect and ±100 for the full control effect
# Target sequence (P48426 whole entry, looked up): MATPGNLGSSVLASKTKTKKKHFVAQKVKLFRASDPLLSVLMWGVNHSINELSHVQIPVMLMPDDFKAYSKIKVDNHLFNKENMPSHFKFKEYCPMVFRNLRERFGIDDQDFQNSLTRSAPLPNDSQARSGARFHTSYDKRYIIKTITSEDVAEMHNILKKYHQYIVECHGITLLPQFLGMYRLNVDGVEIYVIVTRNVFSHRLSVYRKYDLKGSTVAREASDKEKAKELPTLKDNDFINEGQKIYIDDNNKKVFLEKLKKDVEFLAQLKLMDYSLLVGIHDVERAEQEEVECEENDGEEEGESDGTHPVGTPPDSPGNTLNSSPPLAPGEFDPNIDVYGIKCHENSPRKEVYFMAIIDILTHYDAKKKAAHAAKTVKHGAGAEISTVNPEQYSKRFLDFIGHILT
#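 Luminescence from ADP-Glo served as readout of PI5P4Kalpha activity in a qHTS format. Reaction: enzyme, substrate, compound, ATP at 5 microM final, 60 min at RT.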
# EPAC1 antagonist: antagonists of human EPAC1; EPAC1 GEF assay, Rap1b-BODIPY-GDP exchange fluorescence; AID 720709; 360,000 compounds, 0.14% hits; Potency, µM (top dose mostly 115 µM), without a hit: at the top dose activity change, negative = inhibition, usual class: inhibitors;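 note: potency is the fitted concentration of half-maximal effect; plate controls were vehicle for no effect and positive control for full effect; nearly all actives have a fitted effect of over 50% in size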
# Mm-Cpn inhibitor: blocks the Methanococcus maripaludis chaperonin Mm-Cpn; purified Mm-Cpn ATPase, ADP Transcreener TR-FRET; Potency, µM (highest dose often 76.9 µM), for inactives: at the top dose activity, negative = inhibition, usual class: inhibitors; 330,000 compounds, 0.031% hits; note: potency is the fitted concentration of half-maximal effect; % is set by controls: 0 for no effect and ±100 for the full control effect; nearly all actives have a fitted effect of over 80% in size
#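 Inhibition of chaperonin ATP hydrolysis is measured as reduced ADP production, detected by competitive TR-FRET in which signal falls with ADP. Final enzyme 25 nM and ATP 10 uM, reacted 30 min at 37°C.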
# PLK1 PBD inh: blocks phosphopeptide binding to human PLK1 polo-box domain. P53350. AID 720504. 360,000 compounds, 2.8% hits. Plk1 PBD binding of FITC phosphopeptide, fluorescence polarization. Potency, µM, inactives show max response, negative = inhibition, actives largely listed as inhibitors; note: potency is the fitted concentration of half-maximal effect; series mostly up to about 57 µM; % is set by controls: 0 for no effect and ±100 for the full control effect; nearly all actives have a fitted effect of over 65% in size
# Target sequence (P53350 whole entry, looked up, the tested form may be a part): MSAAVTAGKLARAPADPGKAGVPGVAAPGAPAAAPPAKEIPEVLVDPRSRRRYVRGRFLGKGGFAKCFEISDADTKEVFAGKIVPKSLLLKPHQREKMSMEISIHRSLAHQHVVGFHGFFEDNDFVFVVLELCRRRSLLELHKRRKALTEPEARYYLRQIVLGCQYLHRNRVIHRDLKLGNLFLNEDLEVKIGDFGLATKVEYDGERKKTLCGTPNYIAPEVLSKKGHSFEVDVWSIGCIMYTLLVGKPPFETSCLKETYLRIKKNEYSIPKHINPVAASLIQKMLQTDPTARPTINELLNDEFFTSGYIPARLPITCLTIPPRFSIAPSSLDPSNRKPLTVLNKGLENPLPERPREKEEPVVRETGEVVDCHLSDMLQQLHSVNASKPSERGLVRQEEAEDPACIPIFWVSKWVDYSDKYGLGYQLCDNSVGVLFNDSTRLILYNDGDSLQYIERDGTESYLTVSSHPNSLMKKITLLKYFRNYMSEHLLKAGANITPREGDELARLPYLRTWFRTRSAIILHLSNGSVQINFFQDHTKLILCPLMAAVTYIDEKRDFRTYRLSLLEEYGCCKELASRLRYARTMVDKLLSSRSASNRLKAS
# WRN helicase inh: inhibitors of human WRN helicase; WRN helicase unwinding, fluorescent forked duplex, kinetic; Potency, µM (highest dose often 114 µM), inactives show at the top dose activity change, negative = inhibition, usual class: inhibitors; 360,000 compounds, 0.46% hits; AID 651768; note: potency is the fitted concentration of half-maximal effect; % is set by controls: 0 for no effect and ±100 for the full control effect; nearly all actives have a fitted effect of over 55% in size
#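 Screening of the MLSMR collection measured strand separation of a quenched forked DNA duplex (100 nM) by 20 nM WRN with 2 mM ATP, all final. Compounds were preincubated with enzyme 15 min at room temperature.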
# CCT chaperon mod: modulators of cytosolic chaperonin (CCT/TRiC) activity; AID 651819; purified chaperonin ATPase assay, HTRF ADP detection, 30 min; activity change, % (no concentration beside the values), hits read low; 360,000 compounds, 0.3% hits; in the data active = activity change below about -30%; note: % is set by controls: 0 for no effect and ±100 for the full control effect
#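 We incubate TRiC, 40 or 20 nM final, with library compounds at 76 uM and 10 uM ATP for 30 min at 37 °C. ADP formed is detected with Transcreener HTRF reagents after 30 min at room temperature.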
# An asterisk follows results filed as active; ? = inconclusive; . = no result given; [ ] = dose if it differs, or a comment. Unless noted, calls come from the whole dose curve; as a rule, active = well fitted curve in the direction sought with a large enough effect; inconclusive = small, poorly fitted or top-dose-only effect, or another doubt; inactive = no such curve, though single readings can be large; an effect the other way counts as inactive or inconclusive. Not all compounds are listed; the hit share may differ from the screen's.
SMILES,EPAC2 antagonist,EPAC1 ag,PI5P4Ka inh,EPAC1 antagonist,Mm-Cpn inhibitor,PLK1 PBD inh,WRN helicase inh,CCT chaperon mod
CCCCn1c(=O)c(C(=O)Nc2ncccc2C)c(O)c2ccccc21,7%,-13%,6,-9%,-1%,2%,1%,0.7
Cc1nn(Cc2ccccc2)c(Cl)c1C(=O)OC(C)C(=O)Nc1ccc(F)cc1Cl (centres undefined),-2%,6%,11,-5%,0%,-2%,0%,-2.2
COc1cccc(-n2c(O)c(C=NCCN3CCNCC3)c(=O)[nH]c2=S)c1,8%,-5%,0,-10%,0%,-2%,-1%,-0.8
CCn1cc(C=C2C(=O)N(C)C(=O)N(C)C2=O)c2ccccc21,18%,1%,0,-1%,2%,-11%,7%,-3.3
O=C(O)c1cccc(NC(=O)N2C[C@H]3C[C@@H](C2)c2cccc(=O)n2C3)c1,1%,9%,-3,-1%,-1%,-7%,-7%,0.9
CN1CCC(N(C)c2ccc(C(N)=O)cc2[N+](=O)[O-])CC1,2%,1%,1,-11%,2%,-2%,-23%,-0.2
Cc1nn(Cc2ccccc2Cl)c(C)c1C(=O)NC1CCCc2ccccc21 (centres undefined),2%,-3%,6,7%,1%,0%,-5%,-3.8
O=C1NC(=O)N(Cc2ccccc2)C(=O)/C1=C/N1CCCc2ccccc21,-4%,10%,-23,-8%,-3%,27µM*,-20%,-3.7
COc1ccc(C(CC(=O)c2ccc3c(c2)OCO3)c2c(O)c3ccccc3oc2=O)cc1OC (centres undefined),1%,-20%,-14,-4%,.,1%,5%,0.0
COc1ccc(N2C(=O)C(=O)N(c3ccc(OC)cc3)P2(=O)N(CCCl)CCCl)cc1,4%,7%,2,0%,.,-12%,11%,-1.9
Cc1ccc(C)c(CN2CCC(n3nnc4cc(F)ccc43)CC2)c1,-6%,11%,.,-5%,1%,0%,-11%,-0.7
O=[N+]([O-])c1ccc(N2CCNCC2)c(Cl)c1,4%,-8%,3,9%,-2%,-9%,7%,-2.2
Cc1ccc(-c2nc3ccccc3c(=O)n2-c2ncccc2C)cc1,16%[57.1 µM],-6%,-12,-2%,1%,-5%,18%,-1.7
O=c1c2cc(Br)ccc2[nH]c(=S)n1-c1ccccc1,3%,12%,-8,-16%,-8%,3%,-11%,-1.0
CCOP(=O)(Cc1ccc(C#N)o1)OCC,0%,-7%,-8,3%,-1%,-7%,13%,-0.2
COc1ccc(-c2oc(=O)n(C)c2-c2ccc(OC)cc2)cc1,?,16%,0,-24%,-2%,-20%,-5%,0.2
COC(=O)C(O)(c1ccc(NC(=O)c2cccs2)c(C)c1)C(F)(F)F (centres undefined),6%,-9%,0,-10%,-1%,2%,-4%,-2.2
COc1ccc(C2CN(C)CC2C(=O)c2ccc(F)cc2)cc1Cl (centres undefined),5%,-4%,-3,-14%,0%,-6%,2%,-0.2
CCOC(=O)[C@]12Cc3cc(OC)c(OC)cc3[C@H]1N(Cc1ccccc1)C(=O)c1ccccc12,-1%,-15%,0,-14%,.,-11%,6%,0.6
COc1ccc(S(=O)(=O)Cc2ccc(C(=O)N3CCC4(CC3)OCCO4)o2)cc1,5%,-1%,-8,2%,-2%,-9%,-4%,-1.5
COc1cc(OC)c(OC)cc1CNCCc1cccc(F)c1,19%,10%,3,-11%,0%,-11%,5%,-0.6
CCCCCCn1c(O)c(C=NCCCn2ccnc2)c(=O)[nH]c1=O,3%,8%,0,16%,1%,25%,3%,-2.1
c1ccc(CNC2=NCCS2)cc1,-7%,0%,2,9%,-1%,-9%,-35%[57.1 µM],-0.4
Cc1cc(OC(=O)CCCNC(=O)OC(C)(C)C)c2c3c(c(=O)oc2c1)CCC3,0%,11%,-7,-11%,0%,-7%,-2%,-3.0
CN1CCN(c2nc3ccccc3o2)CC1,4%,11%,7,11%,-1%,-7%,-5%,1.2
Cc1cc(Oc2ccc(C(F)(F)F)cc2[N+](=O)[O-])c2c3c(c(=O)oc2c1)CCCC3,-18%,2%,-10,-6%,0%,-15%,?,-1.2
CC(C)CCNC(=O)CN1C(=O)CN=C(c2ccccc2)c2ccccc21,-4%,10%,2,18%,-2%,-12%,-1%,-0.5
COc1ccc2c(c1OC)C(=O)O[C@H]2[C@@H]1c2cc3c(cc2CCN1C)OCO3,-16%,-10%,-4,-8%,0%,-18%,-6%,-1.7
O=C(O)c1cn(Cc2ccccc2)nc1-c1ccccc1,0%,0%,1,-18%,-1%,4%,-2%[57.1 µM],-0.7
CCOc1cc(-c2nc3c(C)cccn3c2NCC2CCCO2)ccc1O (centres undefined),-6%,-3%,14,-15%,-14%,-5%,-6%,-2.6
COC(=O)C1=C(c2cc3ccccc3o2)C[C@@H]2CC[C@H]1N2C(=O)NCCCOC(C)C,-13%,3%,-3,-10%,.,6%,-5%,3.0
CCOC(=O)/C(=N\Nc1ccccc1)N1CC1,10%,-10%,3,-9%,7%,?,10%[57.1 µM],1.0
Cc1ccc(-c2cc(-c3ccccc3)cc(-c3ccccc3)[n+]2-c2ccc(C(=O)O)cc2)cc1,-2%,11%,1,-1%,-2%,-8%,-7%,-0.4
CCCCNS(=O)(=O)c1ccc(OCC(=O)N2CCN(Cc3ccc4c(c3)OCO4)CC2)cc1,-8%,12%,8,8%,-3%,0%,-3%,-2.3
Cc1ccc(CN(Cc2ccccc2)C(=S)NCC(=O)N2CCC3(CC2)OCCO3)o1,-2%,3%,5,-12%,?,-11%,-2%,0.9
CC1Cc2ccccc2N1Cc1cccc(S(=O)(=O)N(C)C)c1 (centres undefined),-14%,13%,-1,-12%,-3%,?,2%,3.1
O=C(Cc1ccccc1)OCC(=O)N1CCN(S(=O)(=O)c2ccc(Cl)cc2)CC1,-8%,-2%,3,-6%,1%,-8%,-6%,-0.9
O=[N+]([O-])c1ccc(N2CCOCC2)c2cccnc12,10%,-11%,1,-13%,2%,-4%,-4%,1.9
CC(C(=O)O)N(C(=O)c1ccccc1)c1ccc(F)c(Cl)c1 (centres undefined),4%,1%,3,-9%,1%,-24%,-1%,-1.3
CCN1CCN(c2cc(N3CCCC3)c(F)cc2[N+](=O)[O-])CC1,5%,-5%,6,-3%,-1%,-5%,11%,1.5
CCCc1cc(=O)oc2cc(OCC(=O)N3C[C@H]4C[C@@H](C3)c3cccc(=O)n3C4)ccc12,1%,-14%,1,10%,1%,-6%,5%,-1.7
C=CCn1c(O)c(C(CC)=NCCc2c[nH]c3ccccc23)c(=O)[nH]c1=O,-12%,5%,2,5%,-2%,-7%,-3%,-0.9
COc1ccc(-n2nnnc2C(c2ccccc2OC(F)(F)F)N2CCC3(CC2)C(=O)NCN3c2ccccc2)cc1 (centres undefined),7%,-15%,17,-18%,.,5%,-3%,-0.3
COc1cc(CN=Cc2c(O)n(C(C)(C)C)c(=O)[nH]c2=O)cc(OC)c1,-4%,7%,4,-2%,-3%,3%,-14%,0.9
CC(=O)OC1C(O)C2=C3C4(C)C1C(C)(C)C(=O)CC4C3(O)C(OC(C)=O)C1(CC1C)C2=O (centres undefined),4%,-3%,-6,-9%,.,?,3%,-0.5
Cc1cc(/C=C2/C(=O)NC(=O)N(Cc3ccco3)C2=O)c(C)n1-c1ccccc1,2%,3%,?,?,-4%,?,?,1.4
O=C1NC(=O)C(Nc2ccc(Cl)c(Cl)c2)C(=O)N1,-18%,1%,3,-30%,.,-29%,-22%,1.5
CC(C)=CCOc1c2occc2cc2ccc(=O)oc12,-11%,1%,-4,3%,-3%,27µM*,-5%,-0.2
COC(=O)C1=C(c2ccc(OC)c(OC)c2)C[C@@H]2CC[C@H]1N2C(=O)NCCOc1ccccc1Cl,-15%,-9%,0,-6%,2%,5%,2%,-0.6
COc1ccc(-n2nnnc2C(CCc2ccccc2)N2CCC(n3c(=O)[nH]c4ccccc43)CC2)cc1 (centres undefined),5%,20%,2,-14%,.,-8%,-9%,-0.2
# Continued.
SMILES,EPAC2 antagonist,EPAC1 ag,PI5P4Ka inh,EPAC1 antagonist,Mm-Cpn inhibitor,PLK1 PBD inh,WRN helicase inh,CCT chaperon mod
COc1ccc2c(c1O)-c1c(OC)c(OC)cc3c1[C@H](C2)N(C)CC3,3%,-16%,-8,15%,0%,-1%,10%,-1.5
N#CC(C#N)=Cc1cccnc1,6%,-7%,-8,4%,1%,-17%,6%,-0.5
O=C1NC(=O)N(Cc2ccc(F)cc2)C(=O)/C1=C/c1cccs1,-1%,2%,-56*,-26%,-1%,0.75µM*,40µM*,-5.2
COc1cc2c(C(=O)N3CCN(C)CC3)c(C)n(C)c2cc1Br,11%[57.1 µM],15%,-4,10%,0%,-11%,0%,-1.0
O=c1[nH]c(=O)n(CCC2=CCCCC2)c(O)c1C=NC1CCN(Cc2ccccc2)CC1,9%,10%,-5,-11%,1%,-2%,-14%,-0.6
CCNC(=O)O/N=C(\C)c1sc(-c2ccc(Cl)cc2)nc1C,13%,4%,-5,-6%,0%,?,-5%,2.3
Cc1cccc(NP2(=O)NCCCN2)c1,9%,4%,-5,-17%,.,-8%,8%,0.8
CC(C)=CCSc1nnc([C@@H](N)Cc2c[nH]c3ccccc23)o1,-7%,2%,.,-2%,-2%,-15%,-8%,-3.9
CN1CCN(c2ccc([N+](=O)[O-])c(NCc3ccco3)c2)CC1,-2%,2%,7,-1%,3%,-2%,-2%,-1.9
COC(=O)C1=C(c2cccc(Cl)c2)C[C@@H]2CC[C@H]1N2C(=O)NCC1CC1,-10%,-1%,3,-4%,-3%,-15%,4%,0.6
COc1ccccc1/C=C1/C(=N/O)C2CCN1CC2,4%,2%,-1,-1%,-1%,-2%,8%,2.4
OC(CCNCCc1c[nH]c2ccccc12)C(F)(F)F (centres undefined),-2%,-3%,2,5%,-11%,-2%,4%,-2.0
CC(=O)N1CN2CN(C(C)=O)CC(C(=O)c3ccc([N+](=O)[O-])cc3)(C2)C1,2%,7%,-1,-6%,0%,-3%,-15%,2.4
CCCC(C)n1[nH]c(=O)c2c1NC(=O)CSC2c1ccccc1 (centres undefined),5%,7%,4,-5%,2%,-2%,-6%,-0.4
Cc1cccc(CN2CCN(c3ccc(Cl)cc3)CC2)c1,19%,-3%,-11,5%,0%,4%,3%,-1.0

# Taken from above.
# Value of CC(=O)N1CN2CN(C(C)=O)CC(C(=O)c3ccc([N+](=O)[O-])cc3)(C2)C1 in EPAC2 antagonist: 2%
# Value of Cc1cccc(CN2CCN(c3ccc(Cl)cc3)CC2)c1 in PI5P4Ka inh: -11
# Value of COc1ccccc1/C=C1/C(=N/O)C2CCN1CC2 in EPAC1 antagonist: -1%
